# CFTR F508del cor: correctors of CFTR F508del function in bronchial epithelial cells | activity (quench increase), % at 7.58 µM | actives 0.36% (n = 350,000) | CFBE cells, YFP halide quenching; stimulated with forskolin plus potentiator P3; % fluorescence drop versus neutral controls | AID 720511;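 active means mean added fluorescence quench of at least 8% versus neutral control, with both replicates also reaching 8%; inconclusive means only one of the mean or replicate conditions met; inactive means mean below 8% and not both replicates reaching 8%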;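 further: cells transiently co-express mutant CFTR-F508del with the halide-sensitive YFP; corrector assay measuring rescue of mutant channel to the surface after 24 h compound exposure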
# RAD52 anneal inh: RAD52 (human) annealing inhibition; recombinant RAD52 DNA annealing, FRET fluorescence; actives 0.46% (n = 360,000); inhibition, % at 18.7 µM;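 active means every replicate showing at least 50% inhibition; inconclusive means mean inhibition at least 50% but not in every replicate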
# Target sequence (P43351 whole entry, looked up): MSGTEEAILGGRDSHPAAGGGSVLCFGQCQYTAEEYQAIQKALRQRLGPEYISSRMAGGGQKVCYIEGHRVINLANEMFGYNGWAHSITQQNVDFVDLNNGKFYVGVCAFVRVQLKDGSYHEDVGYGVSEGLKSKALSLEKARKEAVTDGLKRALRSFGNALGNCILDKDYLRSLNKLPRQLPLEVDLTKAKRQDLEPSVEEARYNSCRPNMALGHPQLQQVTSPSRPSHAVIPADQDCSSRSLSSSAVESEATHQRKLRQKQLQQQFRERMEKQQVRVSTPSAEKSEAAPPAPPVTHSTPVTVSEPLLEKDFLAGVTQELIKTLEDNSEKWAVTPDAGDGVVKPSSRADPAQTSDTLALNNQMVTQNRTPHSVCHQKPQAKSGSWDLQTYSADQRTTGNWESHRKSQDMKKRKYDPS
# E-selectin induc: E-selectin induction on HUVECs; HUVEC E-selectin immunofluorescence imaging; normalized: neutral wells 0, TNF-alpha wells 100; activation, % at 7.58 µM; AID 686992; actives 0.37% (n = 260,000);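 active means mean E-selectin-positive cell signal at least 10% of the positive control, reached in at least 60% of replicates, without over 20% cell loss; inconclusive means no rule given, readout overlaps actives, possibly toxicity-flagged; inactive means the rest, including those meeting only one limit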;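 further: in these data hits start at about 27%; measured in HUVEC primary endothelial cells; signal is the percent of cells scored E-selectin positive by PE staining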
# Target sequence (P16581 whole entry, looked up): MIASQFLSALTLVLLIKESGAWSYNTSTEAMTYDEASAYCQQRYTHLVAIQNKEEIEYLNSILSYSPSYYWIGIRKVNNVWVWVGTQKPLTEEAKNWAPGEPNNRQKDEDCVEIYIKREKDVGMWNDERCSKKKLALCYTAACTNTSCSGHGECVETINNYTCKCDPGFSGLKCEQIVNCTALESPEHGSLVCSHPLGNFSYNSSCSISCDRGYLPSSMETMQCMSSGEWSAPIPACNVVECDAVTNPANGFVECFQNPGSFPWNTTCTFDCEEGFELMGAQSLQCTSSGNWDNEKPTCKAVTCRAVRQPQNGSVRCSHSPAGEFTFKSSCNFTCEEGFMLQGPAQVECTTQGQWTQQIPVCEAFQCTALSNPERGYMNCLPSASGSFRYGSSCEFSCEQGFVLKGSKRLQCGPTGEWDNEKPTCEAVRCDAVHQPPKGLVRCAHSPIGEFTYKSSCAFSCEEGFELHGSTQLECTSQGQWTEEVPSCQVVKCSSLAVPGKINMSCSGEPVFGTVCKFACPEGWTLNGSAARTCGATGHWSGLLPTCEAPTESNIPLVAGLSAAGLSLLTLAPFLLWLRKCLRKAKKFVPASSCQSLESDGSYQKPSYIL
#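 Test system – human umbilical vein endothelial cells (HUVEC), E-selectin induction · Input – 3,000 HUVEC seeded per well · Buffer or medium – EGM-2, gelatin · Compound dosing – single-point compound dose · Detection – immunofluorescence imaging · Measure – percent E-selectin-positive cells · Controls – TNF-alpha high, DMSO low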
# CASP6 VEID inh: caspase-6 (human) enzyme inhibition. purified caspase-6, Z-VEID-R110 cleavage fluorescence. inhibition, % at 12.5 µM. actives 0.53% (n = 350,000). AID 686996. P55212;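 active means mean inhibition across replicates at least about 35%, with every replicate also reaching that limit, limit read from the data; inconclusive means only one of the two criteria met; inactive means neither criterion met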;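 further: 0% = median of neutral control wells and 100% = no fluorescence left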
# INS-1E GSIS act: primary screen for activators of insulin secretion dependent on glucose, INS-1E cells, GLuc reporter luminescence. INS-1E GLuc reporter insulin secretion, 2-3 h. activation, % at 16.6 µM. actives 0.61% (n = 370,000). AID 743287;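 active means lowest replicate activation of at least 40%, so every replicate reaches that level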;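 further: 0% = median of neutral control wells and 100% = median of IBMX positive control wells; some compounds called inactive have numbers as strong as hits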
# Xi reactivation: activators of X-chromosome reactivation in mouse fibroblasts; activation, % at 7.58 µM; actives 0.055% (n = 360,000); XiGFP mouse fibroblasts, % GFP-positive cells imaging, 3 d; cells co-treated with 5-aza-dC sensitizer; scaled so ellipticine positive control = 100%;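 active means mean normalized replicate activation at least 10% and every replicate at or above 10%; inconclusive means only one of the two criteria met; inactive means mean below 10% and not all replicates reach 10%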;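 further: 0% = median of on-plate neutral control wells and 100% = ellipticine 6 µM median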
#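 Assay system: SV40-immortalized XiGFP fibroblast cells, line 68-5-11; buffer or medium: DMEM plus 5-aza-dC sensitizer; compound: one concentration, pinned; timing: compounds 3 days, fix/stain 15 min at room temperature; benchmarks: positive control ellipticine, 6 µM final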
# RAD54 inh: blocks human RAD54 Holliday junction branch migration; inhibition, % at 10.4 µM; Q92698; FAM/BHQ fluorescence; actives 0.14% (n = 360,000); AID 602329;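 active means mean normalized replicate activity at least 40 and at least half of replicates scoring 40 or more; inconclusive means only one of the two criteria met; inactive means mean below 40 and under half of replicates reaching 40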;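 further: 0% = median of neutral control wells and 100% = median of positive control wells; inhibitors cause a drop in the FAM fluorescence signal; in these data hits start at about 50%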
# DENV2 CPE: DENV2-induced cell death inhibition. DENV2-infected cells, cytopathic effect rescue, plate reader. CPE inhibition, % at 9.99 µM. actives 1.7% (n = 350,000); in the data active means CPE inhibition above about 20%, passing the limit was not always enough; inconclusive means no clear call, values can overlap the other calls; tested in BHK-21 cells;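 further: 0% = median of neutral control wells and 100% = median of positive control wells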
# * marks the source's active call; other numbers are inactive results; ? = inconclusive; · = no result given.
SMILES,CFTR F508del cor,RAD52 anneal inh,E-selectin induc,CASP6 VEID inh,INS-1E GSIS act,Xi reactivation,RAD54 inh,DENV2 CPE
CN1CCNC(=O)C1CC(=O)N1CC=C(c2ccc(F)cc2)CC1 (centres undefined),0.3,-12,·,-5,-9,0.2,3,3
Cc1cc(O)c(C(C)C)cc1N=Cc1ccc([N+](=O)[O-])cc1,-4.2,-6,-0.5,1,·,0.0,·,-12
CCCC(=O)N1CCC1(C)C(=O)Nc1cc(C)ccc1C (centres undefined),-1.8,-10,-0.2,1,·,0.2,4,9
COc1cc2c(c(OC)c1OC)-c1ccc(OC)c(=O)cc1[C@@H](N(C)CC#CCO)CC2,2.7,-11,0.4,-2,-8,0.7,-9,-8
COc1ccc2c3c([nH]c2c1)[C@H](CO)N(C)CC31CCN(C(=O)c2cccnc2)CC1,1.4,·,0.2,·,-5,0.1,·,?
O=C(CSc1c[nH]c2ccccc12)NCc1ccc2c(c1)OCO2,-0.1,-6,7.9,-1,-8,0.2,-12,2
C=CCOn1c(=O)c(-c2ccc(F)cc2)[n+]([O-])c2ccccc21,-2.1,-15,-0.2,-1,-2,0.0,12,4
CCOc1ccc(C(=O)c2ccccc2C(=O)O)cc1OCC,-2.1,-14,·,-2,13,0.0,-1,-2
CCOC(=O)c1ccc(NC(=O)CN2CCN(CCN=CC3=C(O)CC(C)(C)CC3=O)CC2)cc1,-3.0,-1,-0.8,0,-10,0.1,-6,-7
O=C(Nc1ccccc1)c1ccccc1Oc1ccc(C(F)(F)F)cc1[N+](=O)[O-],·,9,·,0,-18,0.0,·,-2
Cc1cc(C)cc(NC(=O)N2CCCN(c3ncccc3[N+](=O)[O-])CC2)c1,-2.0,-5,0.1,5,-1,0.0,0,-2
CCN(CC)CCNC(=O)CCN1N=C(c2ccccc2)CCC1=O,4.9,5,0.1,·,6,-0.1,12,-1
COc1nccnc1NS(=O)(=O)c1ccc(NC(=S)NC(=O)c2ccc(F)c(F)c2)cc1,-1.7,-10,·,1,-4,0.0,·,?
COc1ccc(/C(C)=N\NS(=O)(=O)c2ccccc2)cc1OC,·,-10,·,2,21,0.0,·,0
CN(C(=O)COC(=O)c1ccc(Cl)nc1)C1CCS(=O)(=O)C1 (centres undefined),2.2,-11,·,1,4,0.4,-2,5
O=C(O)c1ccc(C2Nc3ccccc3C(=O)N2Cc2ccccc2)cc1 (centres undefined),-0.3,-17,·,3,6,0.2,-3,0
O=C(Nc1ccc2nc3n(c(=O)c2c1)CCCCC3)c1ccccc1[N+](=O)[O-],1.8,-10,·,0,6,0.0,-2,6
O=C(CCCC(=O)N/N=C\c1ccccn1)N/N=C\c1ccccn1,·,-17,-2.5,0,3,0.9,·,6
Cc1cc2c(cc1S(=O)(=O)N(C)c1ccccc1)n(C)c(=O)n2C,-2.0,2,0.2,-7,-3,-0.1,2,-2
Cc1cc(C)n(CCNC(=O)C2CCC(=O)N(CC3CCCCC3)C2)n1 (centres undefined),-3.1,2,·,-3,-10,-0.1,2,2
C[C@@H]1CN([C@@H](C)CO)C(=O)c2cc(NC(=O)Cc3ccccc3)ccc2O[C@@H](C)CCCCO[C@H]1CN(C)Cc1ccc(C(=O)O)cc1,-1.2,12,0.2,1,14,0.0,-1,-1
COc1ccc2c3c(n(C)c2c1)[C@H](CO)N(Cc1cccc(F)c1)CC31CCN(C)CC1,0.2,·,-0.4,·,-5,0.3,·,16
CCCC(=O)N1CC2(CCN(C(=O)NC(C)C)CC2)c2c([nH]c3cc(OC)ccc23)[C@@H]1CO,3.2,0,0.0,·,8,0.0,·,1
COc1ccc(Cl)cc1C(=O)NC(=S)Nc1nc(C)cc(C)n1,1.0,-2,·,-1,·,0.0,-5,4

# A second format for some results above:
# Results follow in this order: CFTR F508del cor, RAD52 anneal inh, E-selectin induc, CASP6 VEID inh, INS-1E GSIS act, Xi reactivation, RAD54 inh, DENV2 CPE
CN(C(=O)COC(=O)c1ccc(Cl)nc1)C1CCS(=O)(=O)C1 (centres undefined)
  2.2, -11, ·, 1, 4, 0.4, -2, 5
O=C(O)c1ccc(C2Nc3ccccc3C(=O)N2Cc2ccccc2)cc1 (centres undefined)
  -0.3, -17, ·, 3, 6, 0.2, -3, 0

# Further entries:
SMILES,CFTR F508del cor,RAD52 anneal inh,E-selectin induc,CASP6 VEID inh,INS-1E GSIS act,Xi reactivation,RAD54 inh,DENV2 CPE
C[C@@H]1CN([C@H](C)CO)C(=O)c2cc(C#CCc3ccccc3)cnc2O[C@@H]1CN(C)C(=O)C1CCOCC1,-1.7,-1,-0.1,2,3,-1.1,-6,-2
CN(C)c1ccc(Nc2ccc([N+](=O)[O-])cn2)cc1,0.2,7,·,-2,-5,0.1,7,-1
COc1ccccc1C(=O)OCC(=O)NC(=O)NCc1ccccc1,6.2,-5,·,8,-2,0.9,·,-1
COc1ccc(-c2cn3cc([N+](=O)[O-])ccc3n2)cc1OC,-2.6,1,·,2,·,0.0,·,-5
COc1ccc(CCNC(=O)CSc2cn(Cc3cccc(C)c3)c3ccccc23)cc1OC,0.3,3,·,0,-1,-0.4,0,2
O=C(NC1CCCCCC1)c1ccc2nc3cc(Cl)ccc3c(=O)n2c1,1.8,-19,2.4,-2,-3,1.0,·,4
C/C=C/c1cnc2c(c1)C(=O)N([C@@H](C)CO)C[C@H](C)[C@H](CN(C)C(=O)Cc1cccnc1)O2,-1.2,0,0.2,1,26,0.2,3,5
CNC(=O)c1cc(S(=O)(=O)Nc2ccc3c(c2)OCO3)ccc1C,0.4,7,-0.3,5,2,-0.1,-5,-7
CCCN1CCN(S(=O)(=O)c2ccc3c(c2)CCC(=O)N3)CC1,0.3,1,-0.7,0,5,0.5,-8,3
CCC/C=C(\CCC)C(NC(=O)c1ccc(C(=O)OC)cc1)c1ccc(C(=O)OC)cc1 (centres undefined),-0.4,-19,-0.1,-5,-8,-0.1,·,-2
Cc1cc(NC(=O)c2ccco2)ccc1NC(=O)c1ccco1,-0.8,1,·,0,21,0.0,-2,-4
Cc1nn(CC(=O)NC2CC2)c(C)c1S(=O)(=O)NC(C)(C)C,2.0,-3,0.1,-1,·,0.3,-7,0
O=C(c1ccccc1)N1CC[C@@H]2[C@H](CO)Nc3ccc(C#Cc4cccc(F)c4)cc3[C@@H]21,0.0,·,0.4,·,8,0.1,-8,116*
CN(C)/C=C/C(=O)c1cc(F)cc(C(F)(F)F)c1,1.9,-18,?,1,-11,0.0,·,2
Cc1ccc(C(=O)OCC(=O)N2CCC(c3ccccc3)=N2)cc1,0.6,1,-0.1,-4,2,0.0,-6,13
CC(C)NC(=O)N(C)C[C@H]1Oc2c(NC(=O)c3ccc(-c4nccs4)cc3)cccc2C(=O)N([C@H](C)CO)C[C@H]1C,-2.0,13,-3.0,1,8,-0.1,-3,-6
C[C@@H]1CCCCO[C@H](CN(C)CC2CCCCC2)[C@@H](C)CN([C@@H](C)CO)C(=O)c2cc(NS(=O)(=O)c3cn(C)cn3)ccc2O1,0.0,17,0.3,-3,-8,0.0,3,1
CC(C)C(=O)Nc1nnc(COc2ccc(Cl)cc2)s1,1.6,-13,1.3,-2,1,0.0,·,-2
CC(Oc1ccc2ccccc2c1)C(=O)N/N=C/c1cccnc1 (centres undefined),0.2,-10,·,·,11,0.4,-7,7
Cc1csc(NC(=O)CCC(=O)N(CC(=O)NC2CCCC2)Cc2ccccc2)n1,1.4,-1,·,1,5,·,2,4
Nc1cc[n+](CC(=O)Nc2ccccc2)cc1,·,-1,·,2,7,0.0,·,5
C[C@H](CO)N1C[C@H](C)[C@H](CN(C)C(=O)Nc2ccccc2)Oc2ncc(-c3cc4ccccc4o3)cc2C1=O,0.3,-1,0.5,-1,-13,-1.1,-1,-1
Cc1ccc(C)c(OCC(=O)Nc2c[nH]c(=O)[nH]c2=O)c1,·,-18,·,4,10,0.0,·,0
C=CCn1c(CNC(=O)c2ccco2)nnc1SCC(=O)Nc1cccc(F)c1,1.1,-14,2.3,1,-1,0.0,-13,-6
O=[N+]([O-])c1ccccc1N/N=C1\CCc2ccccc21,-4.6,-2,-1.3,-2,0,-0.1,·,4
COc1ccc(NC(=O)c2cc(C3CCCCN3S(=O)(=O)c3ccc(C#N)cc3)on2)c(C)c1 (centres undefined),0.9,-12,-0.1,-1,-10,0.1,12,5
COc1ccc2c(C)cc(SCc3c(C)noc3C)nc2c1,-2.9,-10,·,4,6,·,-3,·
O=C(O)CCC(=O)NCc1c(Cl)cccc1Sc1ccc(Cl)cc1,·,-6,·,0,-9,0.1,-1,0
Cc1cccc2cc(CN(CCN3CCOCC3)C(=O)Nc3ccccc3F)c(=O)[nH]c12,·,-10,·,1,0,-0.1,0,-6
CC1(C)C2CCC1(C)C(OC(=O)CC(=O)O)C2 (centres undefined),-2.8,-1,·,3,9,·,·,-1
COC(=O)[C@]12CCCCC=C1N(Cc1ccc(Cl)cc1Cl)C(=O)[C@H](CC(=O)NCc1ccc(C)o1)C2,0.0,-21,0.0,0,14,-0.1,·,-6
COc1cccc(Cn2nnc(C(=O)Nc3ccc(C)cc3)c2N)c1,0.8,-12,0.2,-2,3,0.0,9,8
COC(=O)c1oc2ccc(Br)cc2c1NC(=O)CCCN1C(=O)c2ccccc2C1=O,1.4,-5,-0.1,0,·,0.3,1,0
c1ccc(COc2nsnc2N2CCOCC2)cc1,-3.4,-2,0.1,-1,·,0.5,-1,11
O=C1CN(S(=O)(=O)Cc2ccccc2)C[C@H]2[C@H](c3ccc(C#Cc4cccc(F)c4)cc3)[C@@H](CO)N12,5.2,-5,0.0,0,-25,0.4,·,12
C[C@@H]1CCCCO[C@@H](CN(C)S(=O)(=O)c2cccs2)[C@H](C)CN([C@@H](C)CO)C(=O)c2cc(NS(C)(=O)=O)ccc2O1,0.9,18,0.8,-2,6,-0.2,-7,-1
O=C(c1ccc(OC2CCN(C(=O)C3CC3)CC2)cc1)N(CCO)Cc1ccccc1,-0.3,-18,1.7,1,3,-0.2,·,-4
COc1cccc(NC(=O)N[C@H]2CC[C@@H](CC(=O)Nc3ccc(-c4ccccc4)cc3)O[C@@H]2CO)c1,0.0,6,0.4,1,-21,-0.5,8,3
Cc1ccccc1-c1cnc2c(c1)C(=O)N([C@@H](C)CO)C[C@H](C)[C@@H](CN(C)Cc1ccccc1F)O2,-1.2,3,0.1,3,-10,4.0,4,-1
O=C(CSc1nnc(-c2ccc(Br)cc2)n1CCc1ccccc1)NC1CCS(=O)(=O)C1 (centres undefined),-0.1,-21,·,0,0,0.1,·,12
Cn1c(N)c(C(=O)COC(=O)CNC(=O)c2ccc(Cl)cc2Cl)c(=O)n(C)c1=O,1.1,-5,-0.2,0,·,0.1,-9,19
Cc1cc(C(=O)Nc2cccc3c2O[C@@H](CN(C)Cc2ccncc2)[C@@H](C)CN([C@@H](C)CO)C3=O)n(C)n1,-2.1,-12,·,-3,11,0.2,0,5
O=C(COc1ccc(Br)cc1)NCCCNC(=O)c1cnccn1,-2.3,-3,4.0,0,26,0.1,-4,8
CC(OC(=O)/C=C/c1ccccc1)C(=O)NC1CCCCC1C (centres undefined),3.4,-7,·,1,8,0.0,13,-6
CCOC(=O)C(=O)NCc1ccc(/C=C2/N=C(C)C(C(=O)OCC)=C2O)o1,1.5,-46,·,5,12,0.0,·,-5
